# Bioassay records deposited in PubChem by several laboratories.
# M1 PAM parental = M1 PAM counterscreen hit in parental CHO-K1 cells; ATP EC20, Fluo-8 calcium fluorescence; 0% at ATP EC20, 100% at ATP max; activation, % at 3 µM; 360,000 compounds, 0.02% hits; AID 602247;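 active = activation above the run cutoff, the mean activation of all test compounds plus 3 SD, cut at about 40% in these data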;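 note: peak over basal fluorescence ratio in a 140 s read after ATP addition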
# TAAR1 antagonist = human TAAR1 antagonism. 360,000 compounds, 1.5% hits. AID 624466. Q96RJ0. CHO RD-HGA16 TAAR1, Fluo-8 calcium fluorescence, antagonist. inhibition, % at 3 µM;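 active = inhibition above a per-plate cutoff, the mean inhibition of test compounds on that plate plus 3 SD, cut at about 49% in these data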;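 note: 0% = DMSO plus EC80 beta-PEA response and 100% = DMSO alone without agonist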
# Target sequence (Q96RJ0 whole entry, looked up): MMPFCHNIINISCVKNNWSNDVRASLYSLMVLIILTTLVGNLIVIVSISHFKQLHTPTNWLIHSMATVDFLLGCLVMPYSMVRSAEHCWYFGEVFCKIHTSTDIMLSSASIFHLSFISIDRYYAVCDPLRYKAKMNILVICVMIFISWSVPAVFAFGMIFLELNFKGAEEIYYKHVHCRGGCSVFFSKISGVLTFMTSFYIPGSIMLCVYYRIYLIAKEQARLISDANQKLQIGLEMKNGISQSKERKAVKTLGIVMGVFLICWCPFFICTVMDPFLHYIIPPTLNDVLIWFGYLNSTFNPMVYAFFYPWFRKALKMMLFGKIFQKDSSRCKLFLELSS
#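 Test system – hTAAR1-expressing CHO RD-HGA16 cells, Gα16-coupled · Also added – β-PEA at EC80 concentration, post-compound challenge · Compound – 3 µM, single point · Incubation – dye loading 75 min at 37 °C, then 30 min room temperature · Measured by – Fluo-8 intracellular calcium dye fluorescence, real-time kinetic reads · Benchmarks – vehicle and agonist controls · Replicates – singlicate, one well per test compound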
# CHRM5 antagonist = CHRM5 antagonism in calcium assay | P08912 | CHO-hM5 cells, Fluo-8 calcium fluorescence, ACh EC80 | inhibition, % at 3 µM | 360,000 compounds, 0.59% hits;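 active = inhibition above a per-plate cutoff, the mean of that plate's test compounds plus 3 SD, cut at about 27% in these data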;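 note: 0% = acetylcholine EC80 with DMSO and 100% = DMSO without agonist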
# M5 ag = CHRM5 agonism in calcium assay | P08912 | CHO-K1 hM5 cells, Fluo-8 calcium fluorescence; 0% DMSO wells, 100% maximal acetylcholine response | activation, % at 3 µM | 360,000 compounds, 0.19% hits | AID 624037;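 active = activation above the run's mean over test compounds plus 3 SD, cut at about 23% in these data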;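 note: signal is peak over basal fluorescence ratio across the kinetic read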
# CRFBP-R2 agonist = agonists of human CRF-binding protein/CRF-R2 receptor complex; activation, % at 13.2 µM; AID 588473; 350,000 compounds, 0.46% hits; HEK293 CRF-R2/CRF-BP, calcium dye fluorescence (FLIPR); percent of saturating CRF peptide response;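 active = activation of at least 50%, plus an integration ratio under a set limit after plate pattern correction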;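 note: plate controls were neutral control wells without compound for no effect and CRF at EC100 for full effect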
# CHRM5 PAM = CHRM5 positive allosteric modulation | P08912 | CHO-K1 hM5, Fluo-8 calcium, ACh EC20 PAM; 0% = ACh EC20, 100% = ACh EC100 | activation, % at 3 µM | 360,000 compounds, 0.3% hits;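 active = activation above the run cutoff, the mean activation of all test compounds plus 3 SD, cut at about 18% in these data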
#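 System – CHO-K1 hM5 cells · Compound – 3 µM, single dose · Incubation – compound preincubation 140 s before EC20 acetylcholine addition · Technique – Fluo-8 calcium fluorescence · Measure – Max/basal fluorescence ratio as % of EC20–EC100 ACh window · Benchmarks – low control EC20 acetylcholine (0%), high control EC100 acetylcholine (100%) · Replication – singlicate, one well per test compound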
# CHRM4 PAM = positive allosteric modulators of human muscarinic M4 receptor. P08173. CHO-K1 hM4/Gqi5, Fluo-8 calcium fluorescence, ACh EC20; 0% = ACh EC20, 100% = maximal ACh. activation, % at 3 µM. 360,000 compounds, 0.4% hits. AID 624126;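 active = activation above its plate's cutoff, the mean activation of sample wells plus 3 SD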; note: some results filed as inactive read as strong as hits
# Target sequence (P08173 whole entry, looked up): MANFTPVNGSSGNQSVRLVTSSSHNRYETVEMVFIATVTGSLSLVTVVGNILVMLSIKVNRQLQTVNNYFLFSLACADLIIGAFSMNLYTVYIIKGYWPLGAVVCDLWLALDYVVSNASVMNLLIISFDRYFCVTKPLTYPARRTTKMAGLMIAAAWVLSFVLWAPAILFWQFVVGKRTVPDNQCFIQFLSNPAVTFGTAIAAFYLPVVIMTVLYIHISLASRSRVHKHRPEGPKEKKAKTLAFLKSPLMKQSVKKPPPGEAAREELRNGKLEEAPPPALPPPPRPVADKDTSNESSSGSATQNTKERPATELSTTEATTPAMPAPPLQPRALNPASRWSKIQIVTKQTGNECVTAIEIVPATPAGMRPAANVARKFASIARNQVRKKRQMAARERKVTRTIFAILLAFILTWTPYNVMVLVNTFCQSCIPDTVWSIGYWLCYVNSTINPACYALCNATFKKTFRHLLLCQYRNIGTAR
# TAAR1 ag = agonists of human TAAR1; Q96RJ0; CHO RD-HGA16 TAAR1, Fluo-8 calcium fluorescence; vehicle wells 0%, saturating PEA agonist 100%; activation, % at 3 µM; 360,000 compounds, 0.99% hits;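 active = activation above the mean activation of all test compounds in the run plus 3 SD, cut at about 38% in these data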
#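 System: CHO RD-HGA16 cells carrying human TAAR1 plus Gα16; Incubation: 17-24 h seeding, 75 min 37 °C dye, 30 min RT; Measured by: Fluo-8 fluorescence, 5 s baseline then 140 s kinetic read; Control set: DMSO and PEA EC100; Replication: single well for each compound.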
# CRFR2-BP antag = CRF-BP/CRF-R2 complex antagonism; HEK293 CRF-R2/CRF-BP, CRF-induced calcium fluorescence; inhibition, % at 11.8 µM; 350,000 compounds, 0.59% hits; AID 588475;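 active = inhibition of the ligand-induced calcium signal above about 50% at the single tested concentration, limit read from the data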
# Active calls of the source: *; . = no result given.
# The line under a structure holds: M1 PAM parental, TAAR1 antagonist, CHRM5 antagonist, M5 ag, CRFBP-R2 agonist, CHRM5 PAM, CHRM4 PAM, TAAR1 ag, CRFR2-BP antag
Cc1nc(/C(N)=N/OC(=O)c2ccccc2Cl)c(C(F)(F)F)o1
→ -12, -19, 9, 3, -1.2, -10, -23, 2, -12
C=CCc1ccccc1OCCSc1nc2ccc([N+](=O)[O-])cc2s1
→ 13, 20, 1, -4, 0.7, -11, -13, 1, -9
Cc1ccc(S(=O)(=O)N(CCCc2c(C)nc(N)[nH]c2=O)Cc2ccc([N+](=O)[O-])cc2)cc1
→ 12, 0, -4, -1, -1.2, 1, -5, 0, 13
Cc1ccc(Cl)cc1N1CCN(C(=O)CCS(=O)(=O)c2cccc3nonc23)CC1
→ 3, 13, 9, -2, -0.8, -7, -3, 4, -30
O=C(COC(=O)c1ccc(Br)o1)Nc1ccc(N2CCOCC2)cc1
→ -4, -34, 6, 4, -0.6, 1, 2, 13, -9
CCCC(=O)Nc1cccc(NC(=O)c2cccc([N+](=O)[O-])c2C)c1
→ 19, -2, -3, -1, -2.4, -2, -4, 5, -28
Cc1cc(NC(=O)CSc2nnc(-c3cccs3)n2N)no1
→ 18, -27, 1, -3, -1.0, -1, 1, 4, 1
Cc1cc2c(c(C)c1Br)C(c1ccc3c(c1)OCO3)CC(=O)O2 (stereo unspecified)
→ 31, 5, -2, -1, 2.2, -1, -1, 3, 8
COc1ccc(C(=O)NCc2cccnc2)cc1S(=O)(=O)N1CCOCC1
→ 11, 19, 4, 1, 0.4, -2, -6, 1, 2
COc1ccc(C(=O)n2c(-c3ccco3)nc3ccccc32)cc1
→ 13, -2, -5, -10, 0.4, 7, -2, 3, 7
Cc1cnn(C(=S)NCc2ccc(Cl)cc2)c1
→ ., 4, ., ., 0.3, ., ., 9, -3
O=C(O)CSCC(=O)Nc1ccc(Br)c(C(F)(F)F)c1
→ 12, -21, 7, 0, -0.3, 12, 3, 3, 8
COc1ccc(C2CC(c3cc(OC)ccc3OC)n3nnnc3N2)cc1 (stereo unspecified)
→ 14, -8, 1, -1, -0.2, -4, -3, 5, -6
CCN(CC)C(=O)c1cnn(-c2ccccc2)c1NC(=O)c1ccccc1F
→ 31, ., -4, 0, -1.9, 1, 4, ., 7
CC(NC(=O)C1CCN(C(=O)Nc2ccccc2)CC1)c1ccc(Cl)cc1 (stereo unspecified)
→ 22, -3, 2, 2, 0.7, 4, 4, 4, 5
COc1cccc(/C=C/C(=O)OCC(=O)c2ccc(S(=O)(=O)N3CCCCC3)cc2)c1OC
→ -6, 9, 6, 0, 2.3, -10, 0, 0, 5
O=C(c1ccccc1)N1CCN(c2ccc(N3CCOCC3)nn2)CC1
→ -12, -1, 2, 2, 0.8, 3, 8, 0, -7
O=C(O)COc1ccccc1/C=N/NC(=O)Cc1ccccc1
→ 3, 12, 4, 1, -2.0, 1, -5, 1, 11
NC(N)=N/N=C/c1ccc(OCc2ccc(Cl)cc2)cc1
→ -12, -19, 10, -5, 8.0, -7, 4, 12, -109
CC(C)N(C(=S)NC1CC2CCC1C2)c1ccccc1 (stereo unspecified)
→ 22, -11, 4, -3, 0.7, 2, -2, 1, -9
Cc1cccc(C)c1OCC(=O)Nc1cc(Cl)ccc1-n1cncn1
→ 10, -14, -1, -1, 0.3, -1, 0, -1, -2
CC(=O)Nc1ccc(NC(=O)CN(c2cccc([N+](=O)[O-])c2)S(C)(=O)=O)cc1
→ 6, -3, 3, 1, -0.5, 5, 1, 5, 4
CCOC(=O)c1c(NC(=O)CSc2nnc(C)s2)sc2c1CCC(CC)C2 (stereo unspecified)
→ 26, -6, -4, 0, 14, 2, 3, 13, -71
Cc1ccc(C(=O)Nc2ccccc2C(=O)N2CCN(c3ccccc3)CC2)cc1
→ -3, -19, 0, -3, 0.5, 5, 2, -1, -12
O=C(N/N=C/c1cccc2ccccc12)c1cccc(F)c1
→ 4, -24, -8, 0, 0.5, 2, -5, -1, -3
COc1ccccc1CNC(=O)C(C)n1nc(C)n2c(cc3occc32)c1=O (stereo unspecified)
→ -8, -13, 11, -4, -1.0, -4, 8, 0, -4
CC1CCN(C(=O)CSc2nc3ccccc3c(=O)[nH]2)CC1
→ 1, -23, 4, 3, -3.4, 2, 1, 3, 17
COc1cccc(C(c2sc3nc(C)nn3c2O)N2CCN(C(=O)c3ccco3)CC2)c1 (stereo unspecified)
→ 17, -16, 4, 1, -0.5, -1, 2, 2, 8
CCCCn1c2nc3ccccc3nc2c2c(=O)n(CCC(C)C)cnc21
→ 8, 9, -2, 3, 0.3, 3, -1, 8, -4
CC(NC(=O)CSc1n[nH]c(=O)n1C1CC1)C12CC3CC(CC(C3)C1)C2 (stereo unspecified)
→ 27, 6, 5, -9, 1.2, 5, 7, 6, 0

# Reprinted at random: 2 compounds from above
# The line under a structure holds: M1 PAM parental, TAAR1 antagonist, CHRM5 antagonist, M5 ag, CRFBP-R2 agonist, CHRM5 PAM, CHRM4 PAM, TAAR1 ag, CRFR2-BP antag
Cc1ccc(C(=O)Nc2ccccc2C(=O)N2CCN(c3ccccc3)CC2)cc1
→ -3, -19, 0, -3, 0.5, 5, 2, -1, -12
CC(C)N(C(=S)NC1CC2CCC1C2)c1ccccc1 (stereo unspecified)
→ 22, -11, 4, -3, 0.7, 2, -2, 1, -9

# Next section.
# The line under a structure holds: M1 PAM parental, TAAR1 antagonist, CHRM5 antagonist, M5 ag, CRFBP-R2 agonist, CHRM5 PAM, CHRM4 PAM, TAAR1 ag, CRFR2-BP antag
CC(C)Oc1ccc(C(=O)Nc2c3c(nn2C(C)(C)C)CS(=O)(=O)C3)cc1
→ 12, -12, 21, -4, -0.4, -7, -2, 0, 3
CN(C)C(CNC(=O)c1ccc(NS(=O)(=O)c2cccc([N+](=O)[O-])c2)cc1)c1ccco1 (stereo unspecified)
→ -3, -9, 3, -5, -0.8, 1, 3, 1, 9
CCn1cc(C(=O)NC2CCCCCC2)c(=O)c2ccc(C)nc21
→ -7, -19, 0, -1, 0.0, 1, -5, 7, -15
COc1ccc(O)c(-c2cc(C(F)(F)C(F)F)nc(-c3ccccc3)n2)c1
→ 23, 11, -3, 0, 1.3, 5, 11, 12, -15
CSCCC(NS(=O)(=O)c1ccc(C)cc1)C(=O)N1CCN(S(=O)(=O)c2ccc(F)cc2)CC1 (stereo unspecified)
→ 19, -4, 0, -4, -0.8, -2, 2, 1, 7
O=C1/C(=C/Nc2cccc([N+](=O)[O-])c2)CCc2ccccc21
→ -6, 51*, 6, -5, -0.9, -4, -14, 0, -17
COc1cc(C=O)ccc1Oc1ccc(S(=O)(=O)N2CCOCC2)cc1[N+](=O)[O-]
→ 14, 9, 12, 1, -0.2, -2, -3, 1, 0
O=C(NC1CC1)C(=O)c1c(-c2ccccc2)[nH]c2ccccc12
→ 1, -22, 1, 2, 12, -2, -2, 0, -79
O=C(Nc1ncc2c(n1)-c1ccccc1CC2)c1ccc(Cl)cc1
→ 18, -18, 0, -4, 0.0, 0, 2, 5, -26
CNC(=S)Nc1cccc(-c2cnc3ccccc3n2)c1
→ -12, 13, 1, 1, -2.0, -3, 4, 8, 25
COc1cc(OC)cc(-n2nc(C(=O)N3CC(C)CC(C)C3)c3ccccc3c2=O)c1 (stereo unspecified)
→ 5, 5, 0, 0, -2.0, 0, -2, 2, 4
Cc1nn(C(=O)c2ccc([N+](=O)[O-])cc2)c(C)c1Br
→ 20, 6, -2, 5, -4.0, 3, 0, 0, -8
CN(CCOc1ccc(Cl)cc1)CC(O)c1ccccc1 (stereo unspecified)
→ 4, -4, -2, 1, 1.8, -3, -7, 3, 0
CCN(CC(=O)NCc1ccc(Cl)cc1)C(=O)c1ccc(S(=O)(=O)NCc2ccco2)cc1
→ -3, 3, 8, -3, -0.9, -9, -2, 6, 9
Cc1ccc(CSc2nnc3c(n2)OC2(Nc4ccccc4-3)C(=O)Nc3ccc(F)cc32)cc1 (stereo unspecified)
→ 10, -13, 8, 3, -0.1, -4, -1, 0, 7
CCN1C(=O)[C@H]2[C@@H](c3ccc(C)cc3)N3C(=O)N(c4cccc(Cl)c4)C(=O)[C@@]3(CC(C)C)[C@H]2C1=O
→ 9, 8, 3, -4, -0.8, 12, 14, 2, -6
O=C(NC(Cc1c[nH]c2ccccc12)C(=O)O)OCC1c2ccccc2-c2ccccc21 (stereo unspecified)
→ 23, -13, 9, -1, ., -2, 8, -2, .
O=C1CC(c2ccccc2)CC(O)=C1C=NCCN1CCN(Cc2ccccc2)CC1 (stereo unspecified)
→ 12, -34, 12, -12, 4.2, -14, -54, 0, -3
Cc1c(OC(C)C(=O)NCc2ccncc2)ccc2c3c(c(=O)oc12)CCC3 (stereo unspecified)
→ -9, -26, 9, 3, 0.6, -7, -5, 1, 6
O=C(CC1SC(=Nc2ccccc2F)N(CCN2CCOCC2)C1=O)Nc1ccc(F)cc1F (stereo unspecified)
→ 13, 4, 0, -2, 2.5, 6, -1, 0, -1
CC(=O)c1ccc(NC(=O)CN2C(=O)/C(=C/C=C/c3ccccc3)SC2=S)cc1
→ 19, -4, 11, -2, 4.7, -8, -3, 3, 4

# Grouped by structure: those above containing a COOH group
# The line under a structure holds: M1 PAM parental, TAAR1 antagonist, CHRM5 antagonist, M5 ag, CRFBP-R2 agonist, CHRM5 PAM, CHRM4 PAM, TAAR1 ag, CRFR2-BP antag
O=C(O)CSCC(=O)Nc1ccc(Br)c(C(F)(F)F)c1
→ 12, -21, 7, 0, -0.3, 12, 3, 3, 8
O=C(O)COc1ccccc1/C=N/NC(=O)Cc1ccccc1
→ 3, 12, 4, 1, -2.0, 1, -5, 1, 11
O=C(NC(Cc1c[nH]c2ccccc12)C(=O)O)OCC1c2ccccc2-c2ccccc21 (stereo unspecified)
→ 23, -13, 9, -1, ., -2, 8, -2, .

# A different layout for part of the listing above:
smiles,M1 PAM parental,TAAR1 antagonist,CHRM5 antagonist,M5 ag,CRFBP-R2 agonist,CHRM5 PAM,CHRM4 PAM,TAAR1 ag,CRFR2-BP antag
CN(C)C(CNC(=O)c1ccc(NS(=O)(=O)c2cccc([N+](=O)[O-])c2)cc1)c1ccco1 (stereo unspecified),-3,-9,3,-5,-0.8,1,3,1,9
CCn1cc(C(=O)NC2CCCCCC2)c(=O)c2ccc(C)nc21,-7,-19,0,-1,0.0,1,-5,7,-15
COc1ccc(O)c(-c2cc(C(F)(F)C(F)F)nc(-c3ccccc3)n2)c1,23,11,-3,0,1.3,5,11,12,-15
